Source: PubChem BioAssay (National Center for Advancing Translational Sciences (NCATS))
GPT2 inh = inhibitors of human GPT2 alanine aminotransferase; Q8TD30; Recombinant GPT2, coupled pyruvate oxidase/HRP Amplex Red fluorescence; Potency, µM (doses to about 57.7 µM), inactives show at the top dose activity change, negative = inhibition, hits mostly inhibitors; hit rate 0.25% among 100,000; AID 1671188; also: potency is read from the fitted curve at half-maximal effect; nearly all actives have a fitted effect of over 60% in size; many of its hits are not listed in these tables
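Inhibition is scored from Amplex Red fluorescence generated when pyruvate oxidase and HRP act on pyruvate released by GPT2. Reactions contain 10ng/uL enzyme, 250uM a-KG and 2mM L-alanine and run 30 min at room temperature.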
NIH3T3 tox = cytotoxic compounds in NIH 3T3 cells | hit rate 4.3% among 94,000 | Potency, µM (series often up to 96.7 µM), for the others: at the highest dose activity change, negative = cytotoxicity, usual class: inhibitors | AID 1345082 | NIH 3T3 viability, CellTiter-Glo ATP luminescence, 48-72 h; also: potency is read from the fitted curve at half-maximal effect; nearly all actives have a fitted effect of over 55% in size
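Viability of NIH 3T3 cells after 48 or 72 hr compound treatment at 37 °C was assessed by CellTiter-Glo, with luminescence imaged following a 10 min room-temperature step.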
HEK293 tox = HEK 293 cell cytotoxicity | Potency, µM (doses to about 115 µM), without a hit: at the highest dose activity change, negative = cytotoxicity, usual class: inhibitors | HEK 293 viability, ATP luminescence (CellTiter-Glo), 48-72 h | hit rate 6.6% among 94,000 | AID 1345083; also: potency is read from the fitted curve at half-maximal effect; nearly all actives have a fitted effect of over 60% in size
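CellTiter-Glo luminescence (cellular ATP) was read after 48 or 72 hr of compound exposure at 37 degree Celsius. Cells were HEK 293 plated at 250 cells/well.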
IP6K1 inh = IP6K1 kinase inhibition; Q92551; IP6K1 kinase, ADP-Glo luminescence, 2 h; active compounds read low; activity change, % (series mostly up to about 58 µM); hit rate 0.81% among 140,000; AID 1645851; in the data active = activity change below about -25%
Target sequence (Q92551 whole entry, looked up): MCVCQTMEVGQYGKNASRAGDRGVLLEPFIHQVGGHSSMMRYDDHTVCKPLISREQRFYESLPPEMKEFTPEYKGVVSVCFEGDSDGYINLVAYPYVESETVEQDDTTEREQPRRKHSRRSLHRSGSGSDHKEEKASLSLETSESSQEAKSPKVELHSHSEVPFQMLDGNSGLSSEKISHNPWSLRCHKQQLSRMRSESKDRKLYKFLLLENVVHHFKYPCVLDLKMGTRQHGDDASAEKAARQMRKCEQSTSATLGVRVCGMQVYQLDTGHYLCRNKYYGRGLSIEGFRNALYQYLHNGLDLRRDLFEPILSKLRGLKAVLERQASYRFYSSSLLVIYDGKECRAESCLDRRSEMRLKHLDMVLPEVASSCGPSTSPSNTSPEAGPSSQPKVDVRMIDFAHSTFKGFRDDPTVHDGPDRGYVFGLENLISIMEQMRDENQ
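ADP-Glo luminescence measures ADP made by human IP6K1 during a 2 h RT reaction with ATP/IP6 (mix at 1.3 mM/130 uM); top library doses 57.5 and 19.1 uM final.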
SNCA viab count = counter-screen for SNCA expression inhibitors: cell viability | HEK-293-SNCA-luc viability, GF-AFC fluorescence, 24 h | Potency, µM (doses to about 57.1 µM), for the others: at the highest dose activity change, negative = cytotoxicity, usual class: cytotoxic | hit rate 0.12% among 150,000 | AID 1671193;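 also: potency is read from the fitted curve at half-maximal effect; 0% = DMSO-treated cells and -100% = medium-only wells without cells; nearly all actives have a fitted effect of over 30% in size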
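Cytotoxicity counterscreen: after 24 h compound treatment of genome-edited SNCA-luciferase HEK-293 cells, live-cell protease substrate GF-AFC read by fluorescence after 30 min; activity scaled between DMSO (0%) and medium-only (-100%), curves Hill-fitted.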
Luciferase inh = inhibitors of firefly (Photinus pyralis) luciferase; Potency, µM (series often up to 115 µM), without a hit: top-dose activity change, negative = inhibition, usual class: inhibitors; hit rate 2.5% among 76,000; purified P. pyralis luciferase, luminescence, biochemical; also: potency is read from the fitted curve at half-maximal effect; nearly all actives have a fitted effect of over 65% in size
Target sequence (P08659 whole entry, looked up): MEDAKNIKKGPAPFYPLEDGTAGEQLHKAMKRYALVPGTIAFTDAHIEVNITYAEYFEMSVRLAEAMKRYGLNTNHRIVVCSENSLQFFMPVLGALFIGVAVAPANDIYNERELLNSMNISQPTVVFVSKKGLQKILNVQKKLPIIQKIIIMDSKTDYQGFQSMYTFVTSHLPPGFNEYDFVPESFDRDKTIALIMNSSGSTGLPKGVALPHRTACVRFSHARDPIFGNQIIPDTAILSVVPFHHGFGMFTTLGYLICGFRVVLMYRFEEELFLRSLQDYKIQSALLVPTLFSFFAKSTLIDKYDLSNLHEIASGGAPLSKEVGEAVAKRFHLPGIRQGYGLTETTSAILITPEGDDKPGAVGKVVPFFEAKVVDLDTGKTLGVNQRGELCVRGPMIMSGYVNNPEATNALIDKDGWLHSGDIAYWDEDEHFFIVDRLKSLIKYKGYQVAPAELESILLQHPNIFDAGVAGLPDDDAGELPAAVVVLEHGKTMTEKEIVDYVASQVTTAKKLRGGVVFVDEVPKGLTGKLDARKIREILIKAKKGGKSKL
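Purified P. pyralis luciferase (10nM final) in 50mM Tris acetate pH 7.5, 10mM Mg acetate, 0.01% Tween-20, 0.05% BSA with 10uM D-luciferin and 10uM ATP. Compounds titrated qHTS. Luminescence imaged on CCD.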
SNCA expr inh = inhibitors of alpha-synuclein (SNCA) gene expression; HEK-293 SNCA-luciferase knock-in, luminescence, 24 h; Potency, µM (highest dose often 57.2 µM), inactives show top-dose activity change, negative = inhibition, most hits filed as inhibitors; hit rate 0.17% among 140,000;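 also: potency is read from the fitted curve at half-maximal effect; plate controls were DMSO cells for no effect and cell-free wells for full effect; nearly all actives have a fitted effect of over 45% in size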
Starred values were filed as active, the others as inactive; i = inactive; ? = inconclusive; . = not tested or not shown; [ ] = remark or other dose. Unless noted, calls follow the shape of the dose curve; as a rule, active = well fitted curve in the direction sought with a large enough effect; inconclusive = small, poorly fitted or top-dose-only effect, or another doubt; inactive = no such curve, though single readings can be large; an effect the other way counts as inactive or inconclusive. Unless noted, % is scaled to controls: 0 for no effect and ±100 for the full control effect.

SMILES	GPT2 inh	NIH3T3 tox	HEK293 tox	IP6K1 inh	SNCA viab count	Luciferase inh	SNCA expr inh
Cc1ccccc1Oc1c(CCC(=O)N2CCSCC2)c(C)nn1-c1ccccc1C	-22%	?	?	4	-11%	-9%	5%
COc1cccc(-c2c(C(=O)N3CCOCC3)nc3sccn23)c1	i	-18%[138 µM]	-27%[172 µM]	0	-25%[87.6 µM]	.	11%[87.6 µM]
COc1cccc(CC(=O)N2CCC(CC3CC3)(NC(=O)c3ccccc3)CC2)c1	3%	-28%	-16%	17	-7%	.	29%
COC(=O)c1ccccc1NC(=O)CSc1nc2ccccc2nc1Cc1ccc(F)cc1	.	.	.	9	20%	.	4%
Cc1nn2c(=O)cc(COC(=O)c3cccc(NC(=O)c4ccc(C(C)(C)C)cc4)c3)nc2s1	.	.	.	3	-3%	.	20%
O=C(Cn1c(=O)n(CC2CCC(C(=O)NCCc3ccccc3)CC2)c(=O)c2ccccc21)Nc1ccccc1 (centres undefined)	.	.	.	3	3%	.	40%[activator]
COC(=O)C(N)Cc1ccc(Cl)cc1 (centres undefined)	i	.	.	.	5%	.	23%
CCNC(=O)N1CCOc2ccc(CCC(=O)N3CCCCC3c3cccnc3)cc2C1 (centres undefined)	i	?	?	10	-8%[12.5 µM]	7%	51%[activator]
Cc1noc(C)c1CC(=O)NCC1Cn2cccc2C(=O)N1CC(C)C (centres undefined)	i	-1%	-1%	-1	?	-8%	8%
Cc1c(C(=O)Nc2ccc(F)cc2F)oc2c1-c1nn(Cc3c(F)cccc3Cl)cc1CC2	.	.	.	2	4%	.	-3%
CC(O)C(=O)O (centres undefined)	1%	.	.	1	-20%[23.9 µM]	.	-9%[25.6 µM]
CNC(=O)c1cccc2c1CCN2C(=O)Nc1ccc(F)cc1	i	-28%	-10%	-5	-5%	0.71µM*	?
CCOc1ccc(CNCc2c(C(=O)O)n(Cc3ccc(C)cc3)c3cc(C)ccc23)cc1	.	.	.	12	-20%	.	?
Cc1noc(C)c1C(=O)N1CCN(S(=O)(=O)c2ccc(Cl)nc2)C(=O)C1	-11%	i	i	18	4%	.	?
Cc1cc(C)cc(C(=O)NCc2nnc3c(-c4nc(C)no4)cccn23)c1	i	i	0%	5	-6%	0%	4%
CCOc1cccc(-c2nnc(CCC(=O)N3CCC(Cc4ccccc4)CC3)c(=O)[nH]2)c1	-5%	?	?	15	-8%	-6%	-6%
COc1cc(C(C)C)c2c(c1)S(=O)(=O)N(COc1cc(=O)n3cccc(OCCN4CCCCC4)c3n1)C2=O	-4%	.	.	.	-3%	.	17%
COc1cccc(CN2CC[C@H](c3nc4ccccc4[nH]3)C2)c1	-2%[88.5 µM]	-18%[138 µM]	?	-4	-3%[87.6 µM]	-30%[172 µM]	14%[87.6 µM]
COC(=O)c1ccc(NC(=O)N2CC3CN(C(C)C)CC(C2)O3)cc1	i	0%	0%	4	9%	0%	-13%
O=S(=O)(c1ccccc1)N(C1CC1)C1CCN(c2ncncn2)CC1	1%	-29%	?	2	2%	3%	9%
NS(=O)(=O)c1ccc(N2CCN(CC[C@@H]3OCCc4ccccc43)CC2)cc1	-1%	.	.	-3	-1%	.	.
CC(C)CN1CC(C(=O)NCc2nc(-c3ccccc3)no2)CC1=O (centres undefined)	1%	-12%	-2%	-3	1%	6%	-6%
COc1ccc(-c2cc3ccc(O)c(CN4CCOCC4)c3oc2=O)cc1	.	.	.	3	?	.	?
COc1ccc(Nc2cc(C(=O)NCCc3ccc(C)cc3)c3ccccc3n2)c(OC)c1	.	.	.	9	?	.	14%
NC(=O)N1CCCC(C(=O)NCCS(=O)(=O)c2ccc(F)cc2)C1 (centres undefined)	?	-7%	-28%	8	5%	-3%	0%
(continued)
SMILES	GPT2 inh	NIH3T3 tox	HEK293 tox	IP6K1 inh	SNCA viab count	Luciferase inh	SNCA expr inh
COc1ccccc1NC(=O)C1c2ccccc2C(=O)N(Cc2ccccc2)C12CCCC2 (centres undefined)	-18%	?	?	13	-21%	5%	-6%
COc1ccc(N(CC(=O)NCc2ccccc2Cl)S(=O)(=O)c2c(C)nn(C)c2C)cc1	.	.	.	-11	-14%	.	8%
c1ccc(-c2cc3c(ccn3Cc3ccncc3)c(N3CCOCC3)n2)cc1	?	?	?	-8	-6%[87.6 µM]	-12%[172 µM]	?
Cc1cccc(C(=O)N2CCc3c(nc(-c4ccncc4)nc3N(C)C)C2)c1	2%[11.5 µM]	2%	-10%	6	2%	5%	-19%
CSc1cccc(NC(=O)CN2C(=O)COc3ccc(S(=O)(=O)N4CCC(C)CC4)cc32)c1	.	.	.	-8	?	.	?
COc1cc(OC)cc(C(=O)N2CCCN(C)c3ccccc32)c1	i	-27%	?	-4	-16%	-21%	5%
COC[C@@H]1CN(Cc2ccc[nH]2)C[C@H]1c1ccncc1	-7%	-8%	-29%	6	-11%	2%	-8%
CCCc1noc(-c2ccn3c(CNC(=O)c4cc5ccccc5[nH]4)nnc3c2)n1	-30%	-22%	-3%	8	?	0%	1%
COc1ccc(NC(=O)Cn2c(SCc3ccc(F)cc3)nc3cccnc32)cc1OC	.	.	.	21	-19%	.	97%[activator]
O=C(CCC(=O)N1CC2CCCN2c2ccccc21)NCc1ccc(F)cc1 (centres undefined)	.	.	.	29	-1%	.	13%
COCCCNC(=O)C1CCN(c2nnc(-n3cccc3CNc3ccc(C)cc3)s2)CC1	.	.	.	-14	-11%	.	-7%
Cc1ccc(CNC(=O)c2nnc(Cc3ccc(Cl)cc3)o2)cc1	.	.	.	-8	0%	.	13%
COc1cc(SC)ccc1C(=O)N[C@H]1C[C@@](O)(C(=O)N[C@H](C)C(N)=O)C[C@@H](O)[C@@H]1O	5%	-14%	-25%	1	0%	-9%	3%
N#CC[C@@H](NC(=O)C1=C[C@@H](N)[C@@H](O)[C@H](O)C1)C(N)=O	-12%[88.5 µM]	i	i	13	2%[87.6 µM]	1%[230 µM]	70%[activator][87.6 µM]
COc1cc(O)ccc1CN1CCn2nnc(CCC(=O)N3CCCC3)c2C1	-25%	-3%	-4%	-6	3%	-15%	-16%
CC(C)c1cc(C(=O)N2C[C@@H](C)[C@](O)(C3CC3)C2)nc2ncnn12	?	1%	-11%	0	5%	11%	7%
CO[C@H]1[C@H](NC(=O)c2noc3c2CCCC3)c2ccccc2C12CCNCC2	i	0%	?	9	-25%	0%	10%
CN1C[C@H](N(C)C)CCC[C@@H](C(=O)NCc2cc(F)cc(F)c2)CC1=O	-4%[88.5 µM]	-3%[138 µM]	i	-3	5%[87.6 µM]	2%[172 µM]	?
c1cncc(-c2noc(CCc3nc(C4CCOC4)no3)n2)c1 (centres undefined)	-8%	-24%	-20%	15	5%	4%	-4%
COc1ccccc1NC(=O)c1cnn(-c2ccccc2)c1-n1cccc1	.	.	.	-2	-1%	.	7%
COc1ccc2c(Sc3ccc(C)cc3)c(C(=O)NCc3ccc(F)cc3)[nH]c2c1	.	.	.	2	3%	.	18%
COc1cccc(NC(=O)N[C@H]2CCN(C(=O)c3cnccn3)[C@@H]2C(=O)N[C@@H](Cc2cccs2)C(N)=O)c1	0%	-2%	4%	-11	1%	-3%	1%
Cc1cc(OCCN2CCOCC2)c(C)c2c1CC[C@@H]([C@H](C)C(=O)N1CCCCC1)C2	-19%[88.5 µM]	?	20µM*	-6	?	2%[172 µM]	?
CCOc1ccc(C(=O)N2CCCC(n3cc(-c4nc(C)no4)nn3)C2)cc1 (centres undefined)	i	-19%	-4%	-1	6%	-3%	-9%
Cc1cc(C(=O)N2C[C@@H](CO)[C@H](c3ccccn3)C2)n(C)n1	-12%	-17%	-3%	35	3%	-7%	-9%

Reprinted at random: four entries already listed
SMILES	GPT2 inh	NIH3T3 tox	HEK293 tox	IP6K1 inh	SNCA viab count	Luciferase inh	SNCA expr inh
COc1cccc(CC(=O)N2CCC(CC3CC3)(NC(=O)c3ccccc3)CC2)c1	3%	-28%	-16%	17	-7%	.	29%
COc1ccc(-c2cc3ccc(O)c(CN4CCOCC4)c3oc2=O)cc1	.	.	.	3	?	.	?
Cc1ccccc1Oc1c(CCC(=O)N2CCSCC2)c(C)nn1-c1ccccc1C	-22%	?	?	4	-11%	-9%	5%
COc1cc(C(C)C)c2c(c1)S(=O)(=O)N(COc1cc(=O)n3cccc(OCCN4CCCCC4)c3n1)C2=O	-4%	.	.	.	-3%	.	17%

Record cards, as listed above:
COc1ccc(N(CC(=O)NCc2ccccc2Cl)S(=O)(=O)c2c(C)nn(C)c2C)cc1 across the screens: GPT2 inh: .; NIH3T3 tox: .; HEK293 tox: .; IP6K1 inh: -11; SNCA viab count: -14%; Luciferase inh: .; SNCA expr inh: 8%
COc1ccccc1NC(=O)c1cnn(-c2ccccc2)c1-n1cccc1 across the screens: GPT2 inh: .; NIH3T3 tox: .; HEK293 tox: .; IP6K1 inh: -2; SNCA viab count: -1%; Luciferase inh: .; SNCA expr inh: 7%

Further results follow:
SMILES	GPT2 inh	NIH3T3 tox	HEK293 tox	IP6K1 inh	SNCA viab count	Luciferase inh	SNCA expr inh
O=C(NC1CCOCC1)c1ccc2c(c1)C1(CCN(CC3CC3)C1)CN2Cc1ccccc1 (centres undefined)	-3%	?	?	11	-6%	-13%	3%
Cc1nnc2ccc(N3CCN(C(=O)c4ccccc4Cl)CC3)nn12	.	?	-13%	15	.	.	.
CC(=O)c1ccc(NC(=O)CSc2cn(CC(=O)N3CCCCCC3)c3ccccc23)cc1	.	.	.	-3	?	.	-21%
O=C1[C@@H]2C[C@@H](CN2Cc2cnc3ccccc3c2)Oc2ccccc2N1Cc1ccccc1	-17%	?	50µM*	-1	-20%	-7%	3%
CCC(=O)N1CCc2cc(S(=O)(=O)CCC(=O)N3CCN(c4cc(C)ccc4C)CC3)ccc21	.	.	.	9	6%	.	-9%
O=C1NC2(Cc3ccccc31)CN(C(=O)C1CCCC1)C2	3%[88.5 µM]	i	4%[172 µM]	-5	4%[87.6 µM]	.	14%[87.6 µM]
CN1CCC(C(=O)N2CCC(n3c(=O)[nH]c4ccccc43)CC2)CC1	i	-11%	-13%	-2	10%	.	-16%
CCCS(=O)(=O)N1CCC2(CC1)C(=O)N(c1cccc(F)c1)C2c1ccccc1 (centres undefined)	-1%	-27%	25µM*	-13	-20%	.	-17%
CNC(=O)[C@@H]1C[C@H](n2cc(CN(C)C(=O)Nc3ccccc3)nn2)CN1	-19%	-4%	1%	31	-20%	0%	-1%
O=C1CSC2(C(=O)N(Cc3cccc(F)c3)c3ccccc32)N1c1cccc(C(F)(F)F)c1 (centres undefined)	.	.	.	7	?	.	?
CN(Cc1ccccc1)S(=O)(=O)c1ccc2[nH]c3c(c2c1)CCCCC3	.	.	.	-17	-21%	.	152%[activator]
COC[C@@H]1CN(C(=O)c2ccc(C)nc2)C[C@H]1c1ccccn1	0%	-17%	i	13	-1%	.	-9%
Cc1ccncc1C(=O)N1CCC(C(=O)N2CCCCCCNC(=O)CC2)CC1	i	-16%	i	-7	0%	-3%	2%
O=[S+]1([O-])NC2(CCN(CC3CCCC3)CC2)COc2ccccc21	-7%	i	i	15	-8%	.	6%

Only part of the results is shown; count on the stated rates, not on these rows.
